High-throughput results deposited in PubChem BioAssay by several laboratories.
proCasp7 act: procaspase-7 activators, primary screen, counter-screen for procaspase-3 activator project, biochemical, absorbance, HTS, human; recombinant procaspase-7, Ac-DEVD-pNA absorbance 405 nm; D23A/D198A/D206A triple mutant, cannot self-cleave; scale: DMSO 0, 5 µM enzyme 100; hit rate 0.093% among 330,000; AID 463210, 2010; activation, % at 8.5 µM;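 active means percent activation above the screen-wide mean plus 3 SD, cut at about 25% in these data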
Target sequence (P55210 whole entry D23A/D198A/D206A): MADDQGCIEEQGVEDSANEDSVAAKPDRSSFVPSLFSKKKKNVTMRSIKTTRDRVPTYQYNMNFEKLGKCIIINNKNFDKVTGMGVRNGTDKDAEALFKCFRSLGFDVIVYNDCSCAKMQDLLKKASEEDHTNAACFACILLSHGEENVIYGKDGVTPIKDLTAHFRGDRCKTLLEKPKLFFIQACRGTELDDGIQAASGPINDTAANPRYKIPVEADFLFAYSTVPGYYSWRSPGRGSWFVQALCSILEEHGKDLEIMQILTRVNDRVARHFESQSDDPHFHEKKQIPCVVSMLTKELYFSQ
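buffer or medium = Zinc-free HEPES/NaCl buffer, pH 7.4 | material = Procaspase-7 triple mutant (PC-7 D3A) | input = 2 µM procaspase-7 mutant as dispensed | signal = Epi-absorbance of released pNA at 405 nm, two timepoints | timing = 1 h preincubation, 2 h reaction | replicates = singlicate compound testing | evaluation = % activation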
HCV core dimer: inhibitors of HCV core protein dimerization, primary screen, biochemical, TR-FRET, high-throughput. TR-FRET GST/Flag-core106 dimerization, 1536-well. inhibition, % at 5 µM. hit rate 0.33% among 300,000;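 active means inhibition above the mean of all tested compounds plus 3 SD, set per screening campaign, cut at about 45% in these data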
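Assay system: GST-tagged and Flag-tagged HCV core protein residues 1-106 / Times: compound-protein-antibody incubation 4 h at 22.5 °C / Signal: time-resolved FRET, ex 340 nm, em 617 and 671 nm / Evaluation: % inhibition based on acceptor/donor emission ratio / Benchmarks: wells lacking GST-core106 and wells with excess unlabelled core106 / Repeats: singlicate, one well per compound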
Efflux pump inh: inhibitors of Candida efflux pumps in yeast, primary screen, S. cerevisiae, Nile Red, multiplex. S. cerevisiae Candida pump triplex. inhibition, % at 10 µM. hit rate 0.44% among 330,000;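 active means plate passing quality check with inhibition over a set limit, or well fluorescence over plate mean plus 4 SD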;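 further: Nile Red retained in pooled yeast measured as flow cytometry median fluorescence; 0% = buffer negative control and 100% = Enniatin B positive control; higher means more Nile Red kept so more efflux inhibition; some compounds called inactive have numbers as strong as hits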
PP5 primary: PP5 phosphatase inhibitors, primary screen, biochemical, fluorescence; Serine/threonine-protein phosphatase 5 (Homo sapiens), P53041; purified PP5c, OMFP substrate fluorescence; inhibition, % at 6.7 µM; hit rate 0.18% among 320,000;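 active means inhibition above the campaign's mean inhibition across all tested compounds plus 3 SD, cut at about 9.5% in these data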;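 further: 0% = DMSO only and 100% = 100 µM cantharidin control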
PP1 inh: PP1-alpha phosphatase inhibitors, primary screen, counter-screen for PP5 inhibitor project, biochemical, fluorescence, OMFP substrate, single point; Serine/threonine-protein phosphatase PP1-alpha catalytic subunit (Homo sapiens), P62136; purified PP1alpha; inhibition, % at 6.7 µM; hit rate 0.9% among 320,000; AID 2235, 2010;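 active means inhibition above the mean inhibition of all tested compounds plus 3 SD, computed separately for each screening campaign, cut at about 15% in these data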
Target sequence (P62136 whole entry, looked up): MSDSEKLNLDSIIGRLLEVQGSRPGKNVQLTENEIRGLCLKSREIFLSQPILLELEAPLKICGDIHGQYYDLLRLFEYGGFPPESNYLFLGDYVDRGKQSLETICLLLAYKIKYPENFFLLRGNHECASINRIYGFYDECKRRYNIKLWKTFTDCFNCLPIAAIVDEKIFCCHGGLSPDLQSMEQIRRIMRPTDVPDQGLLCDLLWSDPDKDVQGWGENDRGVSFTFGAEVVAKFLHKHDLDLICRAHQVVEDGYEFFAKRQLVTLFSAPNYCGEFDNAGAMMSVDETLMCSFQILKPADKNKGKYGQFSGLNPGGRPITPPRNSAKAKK
CTSL1 counter: Fasciola hepatica cathepsin L1 inhibitors, primary screen, counter-screen for PFM18AAP inhibitor project, biochemical, QFRET, fluorogenic peptide substrate | recombinant F. hepatica cathepsin L1, Z-Leu-Arg-MCA fluorescence | inhibition, % at 5.96 µM | hit rate 0.49% among 300,000 | AID 1906, 2009;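 active means inhibition above the mean of all tested compounds plus 3 SD, set per screening campaign, cut at about 17% in these data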;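 further: 0% = plate median of test compound wells and 100% = 1 µM Z-Phe-Ala-diazomethylketone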
JMJD2C inh: inhibitors of GASC-1 histone demethylase, primary screen, biochemical, fluorescence, DELFIA europium | Lysine-specific demethylase 4C (Homo sapiens), Q9H3R0 | hit rate 0.069% among 330,000 | GST-JMJD2C(1-420) H3K9me3 demethylation | inhibition, % at 2.35 µM | AID 2099, 2009;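 active means more than half of a compound's replicate wells show inhibition beyond 50%, single wells judged on their own value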;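 further: signal counts dimethyl H3K9 product captured on neutravidin plate; 0% = median of DMSO wells and 100% = 0.3 times that DMSO median; strong numbers were not always called active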
TPT1 inhibitor: Candida albicans TPT1 enzyme inhibitors, primary screen, biochemical, fluorescence polarization; tRNA 2'-phosphotransferase TPT1 (Candida albicans SC5314); inhibition, % at 5 µM; recombinant caTPT1, FP RNA substrate dephosphorylation; hit rate 0.81% among 300,000;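 active means inhibition above the mean of all tested compounds plus 3 SD, set per screening campaign, cut at about 24% in these data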;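 further: plate controls were DMSO alone for no effect and ferristatin control at 100 nM for full effect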
procasp3 activ: activators of human procaspase-3 D3A mutant, primary screen, biochemical, absorbance, PC-3 D3A mutant, single concentration; Caspase-3 (Homo sapiens), P42574; recombinant procaspase-3 D3A, Ac-DEVD-pNA absorbance 405 nm; activation, % at 8.5 µM; hit rate 0.11% among 330,000; AID 463141, 2010;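 active means activation above the mean of all tested compounds plus 3 SD, cut at about 21% in these data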;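 further: 0% = DMSO alone and 100% = DMSO wells spiked with extra 5 µM PC-3 D3A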
Target sequence (P42574 whole entry D9A/D28A/D175A): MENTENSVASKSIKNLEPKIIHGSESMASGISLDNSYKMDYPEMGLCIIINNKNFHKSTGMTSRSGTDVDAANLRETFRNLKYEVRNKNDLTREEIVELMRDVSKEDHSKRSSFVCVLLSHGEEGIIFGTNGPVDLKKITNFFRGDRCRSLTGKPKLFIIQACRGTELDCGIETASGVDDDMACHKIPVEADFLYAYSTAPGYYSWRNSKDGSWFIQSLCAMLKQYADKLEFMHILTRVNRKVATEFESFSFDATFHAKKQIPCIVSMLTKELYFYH
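Compound: 8.5 µM single point, 0.8% DMSO / Material: Autoprocessing-dead procaspase-3 D3A mutant enzyme / Timing: 1 h preincubation plus 2 h reaction at 25 °C / Medium: Zinc-free HEPES/NaCl buffer with 0.01% Triton X-100 at pH 7.4 / Technique: 405 nm absorbance of p-nitroaniline, reads at 0 and 120 min / Repeats: one well per compound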
Numbers without * were called inactive; / = no result given.

SMILES,proCasp7 act,HCV core dimer,Efflux pump inh,PP5 primary,PP1 inh,CTSL1 counter,JMJD2C inh,TPT1 inhibitor,procasp3 activ
COc1ccccc1CNC(=O)C(=O)Nc1ccc(C(=O)N2CCC(C)CC2)cc1,0,3,0.0,-0.4,3,4,7,2,-2
CCOC(=O)c1ccc(NC(=O)CC2Sc3ncnn3C2=O)cc1 (stereo unspecified),-41,-1,0.2,1.8,3,-1,3,-3,-29
CCOc1ccc(NC2c3ccccc3C(=O)N2c2ccc(Cl)cn2)cc1 (stereo unspecified),10,2,-0.3,0.9,2,-2,-14,-1,0
Cc1ccnc(NS(=O)(=O)c2ccc(NC(=O)c3ccccc3F)cc2)n1,-8,-2,0.0,3.2,-1,-3,-6,0,2
COCCNC(=O)c1ccccc1NC(=O)c1ccc(Cl)c(S(=O)(=O)Nc2ccc(C)cc2C)c1,2,-1,-0.8,4.6,2,1,-7,1,-2
CCOC(=O)c1c(S(=O)(=O)NCC(=O)Nc2ccc(F)cc2)c(C)n(C)c1C,10,0,-0.1,-1.1,-3,-8,5,3,2
O=C(/C=C/c1ccccc1[N+](=O)[O-])c1ccccc1Br,3,5,0.0,-0.2,-3,2,-3,-4,-2
CC(C)OC(=O)c1cn(-c2ccccc2)nc1-c1ccco1,-16,23,0.1,-1.4,9,6,14,6,-16
Cc1cc(C)n(Cc2ccc(NC(=O)c3c([N+](=O)[O-])c(C)nn3C)cc2)n1,-3,1,-0.1,-1.2,-1,-15,-1,2,-2
O=C(O)CCC(=O)N1CCN(c2ncccc2C(F)(F)F)CC1,9,-1,0.0,0.2,-5,4,-4,2,-5
CC(C)CC1(C(=O)NCCN2CCOCC2)C=CCN1C(=O)c1ccccc1 (stereo unspecified),2,-11,0.0,5.7,5,5,6,4,-1
CNc1nnc(SCC(=O)N2c3ccccc3NC(=O)CC2C)s1 (stereo unspecified),-10,/,-0.1,-0.3,-7,/,3,/,0
O=C(COC(=O)CNC(=O)c1ccc(Cl)c([N+](=O)[O-])c1)NCC1CCCO1 (stereo unspecified),9,/,-0.3,-0.7,2,/,/,/,-3
COc1ccc(Cn2c(=O)sc3ccccc32)cc1OC,24,5,-0.2,1.0,-2,-1,0,-5,3
COC(=O)Nc1ccc(OCc2ccccc2)cc1,16,-3,0.0,0.8,0,-3,7,0,5
O=C(NCc1ccc(Cl)cc1)c1ccc(N2CCCC2=O)cc1,1,3,0.0,-1.0,-5,-2,2,3,5
CC(=O)c1cccc(NC(=O)COC(=O)COc2ccccc2C)c1,7,-6,-0.2,3.5,-1,-18,0,-1,-8
Cc1ccc(C)c2nc3sc(C(=O)N4CCCc5ccccc54)c(N)c3cc12,-7,-9,-0.1,-1.1,-1,-1,-5,22,-8
COc1ccccc1OCC(=O)N/N=C1/SCC(=O)N1Cc1ccccc1,-18,1,0.1,5.2,-3,2,-1,1,-2
CCOc1cc(/C=N/NC(=O)CSc2nncn2C)ccc1OCC(N)=O,5,1,0.1,-2.9,-2,4,-24,-1,6
COc1ccc(CCC(C)Nc2ccc(F)cc2)cc1 (stereo unspecified),-4,4,-0.2,1.1,-3,-1,161,1,-3
O=C(CCNS(=O)(=O)c1ccc2[nH]c(=O)oc2c1)Nc1ccccc1,1,6,-0.3,-1.0,-3,2,1,0,-15
COc1ccc(C(=O)NC(CC(C)C)C(=O)O)cc1 (stereo unspecified),-8,/,-0.3,0.9,0,/,1,/,0
CCC(OC(=O)c1ccco1)C(=O)NC1CCCC1 (stereo unspecified),-9,0,0.3,2.7,-2,-29,-46,-2,6
O=C1C2C(c3ccccc3)(C(=O)N1c1ccc(Cl)cc1)C2(c1ccccc1)c1ccccc1 (stereo unspecified),8,16,-11,1.6,2,0,0,-3,2
S=c1[nH]nc(Cc2noc3ccccc23)n1-c1ccccc1,-11,-14,-0.1,-0.4,-2,-1,-6,-4,4
CCNc1nc2c(c(=O)n(C)c(=O)n2C)n1CCCc1ccccc1,0,5,0.0,-1.3,-1,4,-2,3,6
Cc1ccc(/C=C/C(=O)Nc2nccs2)o1,-1,-14,-0.3,-0.8,-1,3,0,1,-1
Cc1cc(N2CCN(c3cccc(C(F)(F)F)c3)CC2)n2ncnc2n1,0,8,-0.1,0.8,1,2,-3,-5,5
C=CCc1cccc2cc(C(=O)N(C)C)c(=O)oc12,5,0,0.1,2.2,-1,-1,4,1,4
CC1(NC(=O)Cc2ccc(Cl)c(Cl)c2)CCS(=O)(=O)C1 (stereo unspecified),-12,/,0.4,-0.6,0,/,5,/,3
Cc1ccc(NC(=O)Cn2c(CCC(=O)O)ccc2-c2cccs2)cc1Cl,-2,9,0.4,-1.6,-1,0,-5,0,3
Cc1c(NC(=O)c2ccc(S(=O)(=O)N(C)c3ccccc3)cc2)c(=O)n(-c2ccccc2)n1C,3,-2,-0.1,0.1,-3,-1,-7,-3,16
CCc1cccc(C)c1NC(=O)CN(C)C1=NS(=O)(=O)c2ccccc21,3,/,-0.1,0.6,-2,/,/,/,6
COc1ccccc1N(CC(=O)N(C)Cc1ccccc1)S(=O)(=O)c1cccs1,10,/,0.1,-1.1,-3,/,6,/,9
O=C(NC(=S)Nc1ccccc1)c1ccc(Br)o1,-9,10,0.0,1.2,1,4,1,0,-14
CCn1cc(C(=O)N2CCN(c3ccc(OC)cc3)CC2)c(=O)c2cc(S(=O)(=O)N3CCCCC3)ccc21,2,-8,-0.1,5.7,6,4,29,-2,7
COc1ccc(S(=O)(=O)N2CCC(C(=O)NN3CCCCC3)CC2)cc1OC,20,/,0.0,-0.6,-3,/,-3,/,-1
COc1c2c(cc3ccc(=O)oc13)CCO2,-8,5,0.0,-0.6,-6,0,-2,-1,3
O=C(CSCCc1ccccn1)Nc1ccccn1,2,-3,0.1,0.7,1,0,-8,-5,0
NC(=O)Cn1c(=O)oc2ccccc21,-5,1,0.1,-0.2,-5,-1,-18,-1,-4
C/C(CC1(O)/C(=N/O)CCc2nonc21)=N\O (stereo unspecified),2,-4,0.0,2.1,-2,-1,-10,-2,7
Cc1ccccc1C(=O)NNC(=O)c1cccc(Br)c1,-7,-1,0.0,0.8,-9,-2,0,-2,0
CCCCCC1=NN2C(=O)CC(=O)N=C2S1,12,-1,0.0,-3.0,5,-1,6,0,8
CCO[C@@H]1OC(C(=O)NCc2ccccc2)=C[C@H](C)[C@H]1CCCO,-6,-20,/,0.6,3,3,-5,-3,15
O=C(c1cc(COc2ccc(F)cc2F)on1)N1CCOCC1,6,2,0.0,-2.3,-3,0,-5,-4,2
CSc1nsc(/C=C/Nc2ccc(O)cc2C)c1C#N,-22,-12,0.1,4.1,2,0,2,26*,-15
O=C(COc1ccc(Cl)cc1Cl)Nc1ccc(S(=O)(=O)NC2=NCCCCC2)cc1,6,4,-0.1,1.8,-1,0,1,3,3
Cc1ccccc1N(C(=O)c1snc(C(N)=O)c1N)C(C(=O)NCC1CCCO1)c1ccc(N(C)C)cc1 (stereo unspecified),2,4,-0.1,0.0,0,2,1,-4,5
CCCN(CCC)C(=O)c1cc([N+](=O)[O-])cc2c1-c1ccc([N+](=O)[O-])cc1C2=C(C#N)C#N,-7,0,0.0,-1.8,-4,-1,-3,-2,-1

The list goes on:
SMILES,proCasp7 act,HCV core dimer,Efflux pump inh,PP5 primary,PP1 inh,CTSL1 counter,JMJD2C inh,TPT1 inhibitor,procasp3 activ
COc1ccccc1N1C(=O)C(Cl)=C(N2CCCC2)C1=O,-7,20,-0.1,4.3,0,2,-1,0,-14
CCOC(=O)c1c(C)c(C(=O)NCc2ccco2)c(C)n1Cc1ccccc1,-3,15,0.0,3.2,2,0,2,3,3
Cc1ccc2c(CC(=O)OC3CCOC3=O)coc2c1 (stereo unspecified),-3,-1,-0.2,4.1,4,-19,-6,-3,1
O=C1OC(c2ccc(Br)cc2)=N/C1=C\N1CCCCC1,10,4,0.0,-1.3,2,4,0,-3,2
Cc1cccc(OCC(=O)Nc2ncn[nH]2)c1C,8,-2,0.3,1.2,0,-1,1,0,3
OCC1(Cc2ccccc2C(F)(F)F)CCN(Cc2ccc3c(c2)CCO3)CC1,-5,0,0.1,-3.5,4,-1,-3,0,8
CC(=O)c1cc(C#N)c(SCC(=O)C(C)(C)C)nc1C,-17,-2,-0.4,4.5,-6,6,8,3,-7
CC(=O)c1cc(CN2CCN(CC=C(C)C)C(CCO)C2)cs1 (stereo unspecified),4,2,-0.1,-0.7,-8,-11,2,1,0
COCc1cccc(C2=CC(=O)C[C@H](c3ccc(OC)cc3)C2)c1,7,/,-0.3,1.0,-1,/,3,/,5
CN(C(=O)OCc1ccccc1)C(CC(N)=O)C(=O)O (stereo unspecified),-2,-2,0.1,-0.8,1,6,-4,-1,-7
COc1ccc(C(=O)C2CCCN(C(=O)CCC3=NNC(=O)CC3)C2)c(C)c1 (stereo unspecified),1,-4,0.2,0.5,-1,-1,-8,7,-4
CCN1CCc2c(C#N)c(N3CCOCC3)nc(N3CCOCC3)c2C1,-11,4,0.3,1.7,5,3,-11,-4,1
COc1ccc(C)cc1NC(=O)C1CCN(S(=O)(=O)c2cccc3nonc23)CC1,-3,20,-0.2,3.7,2,1,8,3,6
Cc1cc(NC(=O)C23CC4CC(CC(C4)C2)C3)n[nH]1,-4,-4,0.0,1.4,0,20*,-11,-2,5
Clc1nccnc1-c1ccccc1,-3,-11,0.0,2.0,2,1,4,0,-4
CC(=O)Nc1ccc(NC(=O)C(C)Oc2ccc(Cl)cc2Cl)cc1 (stereo unspecified),-10,6,-0.1,-0.1,-1,2,39,0,2
COc1cccc(-c2cc(C(=O)O)no2)c1,3,-5,-0.1,1.2,-5,-5,6,3,-3
